Compound activity as filed in PubChem BioAssay.
Casp6 inh = human caspase-6 inhibitors, primary screen, biochemical, VEID-R110 fluorescence, single point, set 2; P55212; purified caspase-6, Z-VEID-R110 cleavage fluorescence; inhibition, % at 12.5 µM; hit rate 0.53% among 350,000;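 active means mean inhibition across replicates at least about 35%, with every replicate also reaching that limit, limit read from the data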;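 further: 0% = median of neutral control wells and 100% = no fluorescence left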
Target sequence (P55212 24-179 limits assumed): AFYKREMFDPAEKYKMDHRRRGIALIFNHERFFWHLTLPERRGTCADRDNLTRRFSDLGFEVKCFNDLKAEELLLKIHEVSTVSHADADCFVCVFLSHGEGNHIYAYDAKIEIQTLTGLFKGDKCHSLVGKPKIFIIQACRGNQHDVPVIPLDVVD
Target sequence (P55212 194-293 limits assumed): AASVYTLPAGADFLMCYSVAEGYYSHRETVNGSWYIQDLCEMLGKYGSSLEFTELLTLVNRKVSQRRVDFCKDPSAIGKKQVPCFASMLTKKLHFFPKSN
E-sel inducer = E-selectin induction in HUVECs, primary screen, imaging, HUVEC, immunofluorescence imaging, single point | P16581 | normalized: neutral wells 0, TNF-alpha wells 100 | activation, % at 7.58 µM | hit rate 0.37% among 260,000 | AID 686992, 2013;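 active means mean E-selectin-positive cell signal at least 10% of the positive control, reached in at least 60% of replicates, without over 20% cell loss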;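 further: in these data hits start at about 27%; measured in HUVEC primary endothelial cells; signal is the percent of cells scored E-selectin positive by PE staining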
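System: HUVEC, human umbilical vein endothelial cells; quantity: 3,000 cells/well; buffer or medium: EGM-2 medium, gelatin-coated wells; dosing: single-point compound dose; detection: immunofluorescence imaging; evaluation: % PE-positive cells; benchmarks: TNF-alpha, DMSO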
ARNT TACC3 PPI = disruptors of ARNT/TACC3 protein interaction, primary screen, biochemical, AlphaScreen, single concentration; Transforming acidic coiled-coil-containing protein 3 (Homo sapiens), Q9Y6A5; AlphaScreen His-ARNT PAS-B/GST-TACC3 binding, luminescence; TACC3 fragment carries E629A point mutation; inhibition, % at 9.99 µM; hit rate 0.66% among 390,000; AID 623870, 2012;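 active means mean inhibition of replicates at least 50% and at least half of replicates each reaching 50%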;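 further: 0% = complete ARNT plus TACC3 wells and 100% = ARNT alone without TACC3; many hits fall short of the cut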
RAD52 inh = RAD52 DNA annealing inhibitors, primary screen, biochemical, FRET, single point, set 2; DNA repair protein RAD52 homolog (Homo sapiens), P43351; recombinant RAD52 DNA annealing, FRET fluorescence; inhibition, % at 18.7 µM; hit rate 0.46% among 360,000; AID 651710, 2012;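 active means every replicate showing at least 50% inhibition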
Target sequence (P43351 whole entry, looked up): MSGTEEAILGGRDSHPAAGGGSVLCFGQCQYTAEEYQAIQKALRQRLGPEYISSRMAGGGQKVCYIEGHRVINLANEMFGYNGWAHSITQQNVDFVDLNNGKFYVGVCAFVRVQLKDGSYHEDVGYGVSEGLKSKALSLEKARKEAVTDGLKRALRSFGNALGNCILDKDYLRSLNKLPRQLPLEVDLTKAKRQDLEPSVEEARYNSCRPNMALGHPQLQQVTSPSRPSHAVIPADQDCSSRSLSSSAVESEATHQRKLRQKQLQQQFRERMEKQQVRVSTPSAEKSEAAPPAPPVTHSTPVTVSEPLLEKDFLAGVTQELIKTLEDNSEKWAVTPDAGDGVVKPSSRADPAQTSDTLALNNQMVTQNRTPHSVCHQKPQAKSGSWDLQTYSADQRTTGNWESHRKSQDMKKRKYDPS
ERp5 inh = inhibitors of ERp5-driven insulin aggregation, primary screen, biochemical, turbidity, absorbance 650 nm, single point; Protein disulfide-isomerase A6 (Homo sapiens), Q15084; 90 min; inhibition, % at 9.99 µM; hit rate 0.05% among 350,000; AID 651711, 2012;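 active means mean replicate inhibition above about 25%, with every replicate also reaching it, limit read from the data, passing the limit was not always enough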
RAD54 branch = inhibitors of human RAD54 branch migration, primary screen, biochemical, fluorescence, single point | AID 602329, 2012 | RAD54 Holliday junction branch migration, FAM/BHQ fluorescence | inhibition, % at 10.4 µM | hit rate 0.14% among 360,000;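 active means mean normalized replicate activity at least 40 and at least half of replicates scoring 40 or more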;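 further: 0% = median of neutral control wells and 100% = median of positive control wells; inhibitors cause a drop in the FAM fluorescence signal; in these data hits start at about 50%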
esBAF inh = Bmi1 luciferase reporter increase in mESCs, primary screen, esBAF inhibitor project, mouse ES cells, Bmi1 luciferase knock-in, single point. AID 602393, 2012. hit rate 2% among 350,000. reporter increase, % at 12.5 µM. 24 h; 100% = twice the neutral-well signal; in the data active means activation above about 40%;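 further: 0% = median of the plate's neutral control wells and 100% = double that signal; a rise in the Bmi1 reporter signal indicates esBAF inhibition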
PglD inh = C. jejuni PglD acetyltransferase inhibitors, primary screen, biochemical, DTNB colorimetric, single point; purified PglD enzyme, DTNB colorimetric CoA detection; inhibition, % at 12.5 µM; hit rate 0.098% among 360,000; in the data active means inhibition above about 16%, passing the limit was not always enough; further: strong numbers were not always called active
* marks the source's active call; other numbers are inactive results; / = not tested or not shown. Compounds were not picked by outcome (roughly 3.2% active in at least one column).

SMILES	Casp6 inh	E-sel inducer	ARNT TACC3 PPI	RAD52 inh	ERp5 inh	RAD54 branch	esBAF inh	PglD inh
N#C[C@@H]1[C@H](c2ccc(-c3ccccc3F)cc2)[C@H](CO)N1C(=O)C1CCOCC1	-2	0.4	15	-21	-2	6	-2	0
Cc1ccc(-c2cnc3c(c2)C(=O)N([C@H](C)CO)C[C@@H](C)[C@@H](CN(C)C(=O)c2ccncc2)O3)cc1	-1	0.4	3	-1	2	0	1	-3
CN(C(=O)COC(=O)c1cc(-c2ccccc2Cl)nc2ccccc12)C1CCS(=O)(=O)C1 (centres undefined)	5	/	-6	-7	-3	5	/	4
CN1C(=O)CS(=O)c2ccc(C(=O)NC3CC3)cc21 (centres undefined)	0	-0.1	-7	-12	4	-7	-6	-3
CCCNC(=O)C1(C)CCCN(Cc2c3ccccc3nn2C)C1 (centres undefined)	1	-0.2	/	-4	1	6	-4	-2
CC(=O)Nc1ccc(N(C(=O)CNC(=O)c2cccs2)C(C(=O)NC(C)(C)C)c2ccccc2)cc1 (centres undefined)	-1	-3.7	-6	-6	0	-3	-1	2
COC(=O)C1=C(C)N(Cc2ccc(C(F)(F)F)cc2)C(=NCc2ccc(C(F)(F)F)cc2)NC1c1ccccc1C(F)(F)F (centres undefined)	-3	-0.2	/	1	0	/	/	/
O=C(c1ccc2c(c1)OCO2)N1C[C@@H]2[C@H](c3ccccc31)[C@@H](CO)N2C(=O)CC1CC1	0	0.7	-3	9	2	-8	-2	0
C[C@H](CO)N1C[C@H](C)[C@H](CN(C)C(=O)NC2CCCCC2)OCCCC[C@H](C)Oc2ccc(NS(=O)(=O)c3ccc(Cl)cc3)cc2C1=O	1	/	3	10	-7	6	5	-6
CCC1CCCCN1C(=S)NN=C(C)c1ccccn1 (centres undefined)	-1	-0.2	/	-86	7	/	/	/
O=C(CNC(=O)c1ccccc1F)Nc1ccncc1	6	0.6	4	-7	2	/	11	/
COc1ccc(N2C(=O)C3CCCN3C2c2cccc(OC)c2OC)cc1 (centres undefined)	-7	0.5	-1	-9	-1	-9	-3	4
O=S(=O)(c1cc(Br)c(Cl)s1)N1CCCC1	-4	3.7	/	-14	4	8	/	-1
Cc1ccc(-n2ncc3c(=O)n(Cc4cccnc4)cnc32)cc1	/	/	1	/	/	-2	6	3
COc1cccc(OCc2cc(C(=O)NCCN3CCCCC3CO)no2)c1 (centres undefined)	2	-0.3	2	-17	12	4	/	0
COc1ccccc1C#Cc1ccc([C@H]2[C@H]3CN(CCC(F)(F)F)CCCCN3[C@H]2CO)cc1	1	-0.8	9	-2	-1	-19	-2	-3
Cc1ccccc1N=Nc1c(N)n[nH]c1N	2	/	5	-18	0	10	17	-3
C[C@@H]1CN([C@H](C)CO)S(=O)(=O)c2ccc(C#Cc3ccncc3)cc2O[C@H]1CN(C)C(=O)Nc1ccc2c(c1)OCO2	0	-5.2	1	15	2	-7	3	20
COc1ccc(S(=O)(=O)N2CCC(C(=O)N[C@@H](C)C(=O)NC3CC3)CC2)cc1	0	/	-6	2	-1	-11	-4	6
Cn1ncc2c(N)nc(NCCO)nc21	-3	2.4	-5	-62	2	4	-2	2
O=C(NCCc1csc(-c2cccnc2)n1)c1cccc(Cl)c1	0	/	0	-5	-1	/	/	/
COC(OC)C1(CCc2ccccc2)NC(=O)NC1=O (centres undefined)	1	0.0	-2	-8	4	-5	-2	3
COc1ccc(S(=O)(=O)N2C[C@@H](O)COC[C@@H]3O[C@H](CC(=O)N[C@@H]4CCN(Cc5ccccc5)C4)CC[C@H]32)cc1	1	-0.2	7	-2	1	5	-5	2
O=C(COC(=O)C1CCN(C(=O)c2ccc(Cl)cc2)CC1)Nc1ccccc1F	-2	/	-2	-11	-7	3	-7	-2
COc1ccc(-n2c(N)c(C(=O)NCC3CCCO3)c3nc4ccccc4nc32)c(OC)c1 (centres undefined)	/	/	-19	/	/	1	-6	3
SMILES	Casp6 inh	E-sel inducer	ARNT TACC3 PPI	RAD52 inh	ERp5 inh	RAD54 branch	esBAF inh	PglD inh
Cc1ccccc1-n1ncc2c1CC(C)(C)CC2NC(=O)CCN1CCCCC1=O (centres undefined)	0	-0.4	2	-9	0	-12	/	5
Cc1ccc(C(=O)Nn2c(O)c(C=C3N=c4ccccc4=N3)sc2=S)cc1	/	/	-4	/	/	6	0	4
O=C(NCCN1CCC(n2c(=O)[nH]c3ccccc32)CC1)C(c1ccccc1)c1ccccc1	-8	-0.2	/	24	3	/	/	/
CCc1cc(Cn2nc(-c3ccccc3C)cc2C(=O)O)on1	/	-0.8	-4	-6	-4	5	1	-2
CCOC(=O)CC1CCCCN1C(=O)c1ccc2nc(CCOC)oc2c1 (centres undefined)	0	/	-3	-2	1	6	2	-3
O=C(Nc1ccc(F)cc1)N1CCN(c2ncccn2)CC1	0	0.3	-5	-9	1	/	4	/
COc1cc(OC)c(NC(=O)CN(C)S(=O)(=O)c2ccc3[nH]c(=O)oc3c2)cc1Cl	11	/	1	-3	-2	3	-9	-3
CCOC(=O)Cc1csc(NC(=O)C(CC(C)C)NC(=O)C2CCCCC2)n1 (centres undefined)	0	0.0	28	-7	-3	-16	1	2
COc1ccccc1NC(=O)c1cccs1	/	/	0	/	/	3	11	1
C[C@@H]1CN([C@@H](C)CO)C(=O)Cc2cc(NC(=O)C3CCCCC3)ccc2O[C@@H]1CN(C)C(=O)Nc1ccc(F)cc1	1	-0.1	0	15	-2	-19	0	1
O=c1c(C(c2ccccc2)c2c(O)nc3n(c2=O)CCS3)c(O)nc2n1CCS2	1	0.5	19	1	4	/	/	/
C/C(=N/NC(=O)CNC(=O)CCc1ccccc1)c1ccc(Cl)c(Cl)c1	1	-0.2	-5	-13	2	/	/	/
CCC(=O)Nc1ccc2c(c1)OC[C@H](C)N(CC1CCOCC1)C[C@H](C)[C@H](OC)CN(C)C2=O	-2	0.0	-18	9	-3	-9	-4	-2
CC(C)n1c(NCc2cc(Cl)ccc2O)nc2ccccc21	0	0.1	6	-15	-12	2	7	2
Cc1cc(OCC(=O)Nc2ccc3c(c2)OCCO3)ccc1Cl	/	/	-6	/	/	-3	7	5
Cc1ccc(-n2c(SCC(=O)N3CCOCC3)nnc2-c2ccncc2)cc1	2	/	37	-1	-2	-7	-7	1
O=C(CN1CCOCC1)NCC[C@H]1CC[C@H](NS(=O)(=O)c2ccc(Cl)cc2)[C@H](CO)O1	1	-0.3	2	-18	3	6	5	0
Cc1ccnc(-n2c(CCN3C(=O)c4ccccc4C3=O)nc3ccccc3c2=O)c1	/	/	2	/	/	-4	18	1
O=S(=O)(c1ccc2c(c1)CCCC2)N1CCNCC1	0	-0.1	3	-11	3	4	-9	3
CCCCN(Cc1ccco1)C(=O)Cn1ncc2c(=O)oc3ccc(C)cc3c21	-1	0.1	1	-7	-4	7	11	1
CNS(=O)(=O)c1ccc(Cl)nc1	/	/	-1	/	/	1	-10	2
CC(C)CNS(=O)(=O)c1ccc(S(=O)(=O)N2CCC3(CC2)OCCO3)cc1	5	0.2	-5	-11	2	-1	-6	2
N#Cc1c(-c2ccccc2Cl)noc1/C=C/Nc1ccc(C(=O)O)cc1	0	-0.1	/	-38	0	/	/	/
COc1ccc(CNC(=O)CN2C(=O)NC(C)(c3cccc(Br)c3)C2=O)cc1 (centres undefined)	3	1.2	2	-20	3	1	-3	-3
CC(=O)N1CCN(c2ccc(S(=O)(=O)N3CCOCC3)cc2[N+](=O)[O-])CC1	-2	-0.1	0	2	-8	9	-1	1
SMILES	Casp6 inh	E-sel inducer	ARNT TACC3 PPI	RAD52 inh	ERp5 inh	RAD54 branch	esBAF inh	PglD inh
Cc1c(CN2CCC(CO)(Cc3ccccc3)CC2)c2ccccc2n1C	-3	/	2	4	-14	/	/	/
CN(C)CCCNC(=O)c1ccc(-c2nc(-c3ccc(Cl)cc3)cs2)cc1	/	-0.8	8	/	/	28	/	-3
COc1ccc(OC)c(CNS(=O)(=O)c2cc(-c3cc(C)no3)ccc2OC)c1	4	/	-2	-4	5	-6	0	7
Oc1ccc(Br)cc1/C=N/Nc1ncc(-c2ccccc2)cn1	0	-2.9	-3	-9	1	/	/	/
COc1ccc(S(=O)(=O)Nc2ccc3c(c2)C(=O)N([C@H](C)CO)C[C@@H](C)[C@@H](CN(C)Cc2ccc(C(=O)O)cc2)O3)cc1	0	-0.1	-28	-5	9	4	-1	6
COCc1cc(C)nc2sc(C(=O)NN)c(-n3cccc3)c12	0	-1.8	-1	-62	5	/	/	/
COc1cccc(S(=O)(=O)N2CCCCN3[C@@H](CO)[C@H](c4ccc(-c5cccnc5)cc4)[C@@H]3C2)c1	-1	0.0	5	6	1	-4	0	-4
Cc1ccc(S(=O)(=O)Nc2ccc3c(c2)C(=O)N([C@H](C)CO)C[C@H](C)[C@H](CN(C)Cc2ccc4c(c2)OCO4)OCCCC[C@H](C)O3)cc1	-4	0.0	7	20	-1	1	9	-1
N#CCOc1ccc(C2=NO[C@@H]3[C@@H]4C[C@@H]([C@H]5C(=O)N(c6ccc7c(c6)OCO7)C(=O)[C@@H]45)[C@H]23)cc1	-5	/	-2	-12	-7	/	/	/
FC(F)(F)c1ccnc(N2CCN(Cc3cnc(-c4ccccc4)[nH]3)CC2)c1	-3	2.3	-1	-7	0	8	-6	3
COc1ccc(-c2nnc(-c3cc4ccccc4oc3=O)o2)cc1	/	/	-15	/	/	-5	12	2
COc1cccc(-c2coc3cc4oc(=O)c(CC(=O)O)c(C)c4cc23)c1	8	0.1	17	-4	0	-8	13	-7
C/C(=N\NC(=O)c1cc(C)nc2ccccc12)c1ccc([N+](=O)[O-])cc1	/	0.5	-4	-12	-1	9	-5	3
O=C(O)CCCCCNc1nc(=S)[nH]c2ccccc12	/	/	6	/	/	-2	-5	1
N#C/C(=C/c1ccc2c(c1)OCO2)C(=O)NCCc1c[nH]c2ccccc12	4	/	12	-13	-4	/	/	/
Cc1cc2c(=O)n(CC(=O)N3CCN(c4ccccc4)CC3)cnc2s1	/	/	-3	/	/	0	3	2
CO[C@H]1CN(C)C(=O)c2ccc(NC(=O)c3cnccn3)cc2OC[C@H](C)N(C(=O)C2CC2)C[C@@H]1C	4	-0.2	3	-11	1	-1	-2	-2
COc1ccc(-n2ncc(Cl)c(Cl)c2=O)cc1	3	-1.1	/	-4	3	/	/	/
CC(C)(C(=O)N1CCC1(C)C(=O)NS(=O)(=O)c1ccccc1Cl)c1ccccc1 (centres undefined)	1	0.8	/	-5	1	-4	-4	-5
O=C(O)c1ccccc1C(=O)c1ccc(-c2ccccc2)cc1	-2	/	-1	-2	-1	2	8	1

No new results follow: 5 of the compounds above.
SMILES	Casp6 inh	E-sel inducer	ARNT TACC3 PPI	RAD52 inh	ERp5 inh	RAD54 branch	esBAF inh	PglD inh
Cc1c(CN2CCC(CO)(Cc3ccccc3)CC2)c2ccccc2n1C	-3	/	2	4	-14	/	/	/
CN(C)CCCNC(=O)c1ccc(-c2nc(-c3ccc(Cl)cc3)cs2)cc1	/	-0.8	8	/	/	28	/	-3
COc1ccc(OC)c(CNS(=O)(=O)c2cc(-c3cc(C)no3)ccc2OC)c1	4	/	-2	-4	5	-6	0	7
Oc1ccc(Br)cc1/C=N/Nc1ncc(-c2ccccc2)cn1	0	-2.9	-3	-9	1	/	/	/
COc1ccc(S(=O)(=O)Nc2ccc3c(c2)C(=O)N([C@H](C)CO)C[C@@H](C)[C@@H](CN(C)Cc2ccc(C(=O)O)cc2)O3)cc1	0	-0.1	-28	-5	9	4	-1	6
